# ATXN viability: cell viability loss in ATXN counter-screen. S2 cells (HEK-293 line with an ATXN2-luciferase reporter) viability, CellTiter-Fluor protease fluorescence, 24 h. AID 651635. hit rate 0.49% among 400,000. Potency, µM (top dose mostly 56.7 µM), hits mostly cytotoxic; note: potency is the fitted concentration of half-maximal effect; nearly all actives have a fitted effect of over 40% in size
# SW480 rerep: inducers of DNA re-replication in SW480 colon cancer cells | SW480 DNA re-replication, Hoechst DNA content imaging, 48 h | Potency, µM (doses to about 46.1 µM), for the others: at the highest dose re-replication activation, hits mostly activators | hit rate 1.8% among 340,000 | AID 624297; note: potency is the fitted concentration of half-maximal effect; % of control where 0% means no effect; nearly all actives have a fitted effect of over 55% in size
#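 250 cells/well; 23 nL cpd via pin tool; 48 hr, 37 C, 5% CO2; Hoechst 40 min; imager read of total nuclear intensity, ex 405/em 500-530 nm.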
# MCF10A rereplic: DNA re-replication induction in MCF 10a cells | MCF 10A DNA re-replication, Hoechst nuclear intensity, 48 h | Potency, µM (highest dose often 46.1 µM), for inactives: top-dose activity, positive = re-replication, most hits filed as activators | hit rate 2.9% among 350,000 | AID 624296; note: potency is the fitted concentration of half-maximal effect; % of control where 0% means no effect; nearly all actives have a fitted effect of over 50% in size
# HT1080 IDH1KD tx: toxicity to HT-1080 IDH1 knockdown cells (counter line); HT-1080 IDH1 knockdown viability, ATP luminescence, 48 h; Potency, µM (highest dose often 46.1 µM), for the others: top-dose activity, negative = toxicity, actives largely listed as cytotoxic; hit rate 2% among 360,000;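 note: potency is the fitted concentration of half-maximal effect; 0% = DMSO wells and -100% = cell-free medium wells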
#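 Assay cells: HT-1080 with IDH1 knockdown, 750 per well, RPMI/5% FBS. Exposure: 48 h at 37 °C following 2 h pre-incubation. Read: CellTiter-Glo luminescence; fitted concentration-response, curve class assigned.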
# ATXN2 expr inh: ATXN2 expression inhibition. HEK-293 ATXN2-luciferase reporter, luminescence, 24 h. Potency, µM (doses to about 57 µM), without a hit: at the highest dose activity change, negative = inhibition, usual class: inhibitors. hit rate 0.72% among 360,000; note: potency is the fitted concentration of half-maximal effect; % is set by controls: 0 for no effect and ±100 for the full control effect; nearly all actives have a fitted effect of over 55% in size
#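 ATXN2-luciferase reporter cells (luciferase flanked by upstream and downstream ATXN2 gene portions) were treated 24 h at 37 °C with compounds at up to 57 uM. SteadyGlo luminescence gave expression; GF-AFC fluorescence gave viability.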
# HT1080NT lethal: kills 2HG-producing HT-1080-NT fibrosarcoma cells. HT-1080-NT fibrosarcoma viability, CellTiter-Glo ATP luminescence, 48 h. Potency, µM (titrated, usually from 46.1 µM), without a hit: at the top dose activity, negative = less viability, most hits filed as cytotoxic. hit rate 1.6% among 360,000;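 note: NT is the 2HG producing partner of a matched IDH1 knockdown line; potency is the fitted concentration of half-maximal effect; 0% = DMSO-treated cells and -100% = media-only wells without cells; nearly all actives have a fitted effect of over 55% in size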
#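 A 48-hour cytotoxicity screen used HT-1080-NT cells plated 2 hours before compound delivery. ATP-based CellTiter-Glo luminescence measured viability, normalized to DMSO and no-cell controls.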
# IL-1B inflam inh: inhibitors of inflammasome signaling (IL-1 beta secretion); THP-1 LPS/ATP IL-1B secretion, AlphaLISA, 16 h; active compounds read low; activity change, % at 57.5 µM; AID 743279; hit rate 4.7% among 360,000; in the data active = activity change below about -50%; inconclusive = mostly about -30% to -49%; note: % is set by controls: 0 for no effect and ±100 for the full control effect
#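 THP-1 cells pretreated 1 hr with compounds (up to 57.5 uM final), then stimulated with LPS (250 ng/mL final) plus ATP (1.25 mM final); secreted IL-1B measured by AlphaLISA after 16 hr, decreased signal indicating inhibition.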
# KB-3-1 cytotox: kills parental KB-3-1 adenocarcinoma cells; KB-3-1 viability, CellTiter-Glo ATP luminescence, 72 h; Potency, µM (doses to about 46.1 µM), without a hit: at the highest dose activity change, negative = cytotoxic, most hits filed as cytotoxic; hit rate 1.4% among 400,000; note: potency is the fitted concentration of half-maximal effect; % is set by controls: 0 for no effect and ±100 for the full control effect; nearly all actives have a fitted effect of over 60% in size
#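 Cytotoxicity measured as CellTiter-Glo luminescence after 72 h at 37 C. Compound titrations were pinned onto drug-naive KB-3-1 parental adenocarcinoma cells grown in DMEM with 10% FBS, and normalized data fitted to concentration-response curves.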
# HepG2 viability: HepG2 cytotoxicity, counter-screen for TGF-b inhibitors | HepG2 CAGA-GFP viability, ATP luminescence, 18 h | Potency, µM (top dose mostly 46.1 µM), without a hit: top-dose activity change, negative = cytotoxicity, most hits filed as cytotoxic | hit rate 0.76% among 410,000 | AID 588856; note: potency is the fitted concentration of half-maximal effect; some results filed as inactive show a strong effect at the top dose
#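 HepG2 CAGA-GFP cells (1000/well, DMEM with 1% FBS) received compound, then TGF-beta at 500 pg/mL final, and were incubated 18 hours at 37 degrees C. Viability was read by CellTiter-Glo luminescence. Media-only wells were set as complete cell-killing and DMSO as no toxicity.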
# * hit, by the source's call; i = inactive; ? = inconclusive; / = not tested or not shown; & = joins results of further samples; [ ] = another dose, or the depositor's remark. Unless noted, calls come from the whole dose curve; as a rule, active = well fitted curve in the direction sought with a large enough effect; inconclusive = small, poorly fitted or top-dose-only effect, or another doubt; inactive = no such curve, though single readings can be large; an effect the other way counts as inactive or inconclusive.
nr	Compound	ATXN viability	SW480 rerep	MCF10A rereplic	HT1080 IDH1KD tx	ATXN2 expr inh
1	O=c1cc(CN2CCCCC2)c2ccccc2o1	i	/	/	17%	2%
2	COc1ccccc1-c1cc(C(F)(F)F)n2ncc(C(=O)N3CCc4ccccc4C3)c2n1	i	?	?	10%	-8%
3	O=C(CN1CCSc2ccccc21)N1CCCCC1	i	/	/	/	10%
4	COc1ccccc1CNc1ccc2nnc(CCNC(=O)c3ccccc3)n2n1	i	0%	-4%	-9%	/
5	Cc1ccnc2c1ccc1ccccc12	i	-11%	5%	1%	-1%
6	O=C1/C(=C\c2cc(Br)cc(Br)c2O)SC(=S)N1Cc1ccccc1	?	8%	9.2µM*	-16%	?
7	O=C(CNC(=O)C12CC3CC(CC(C3)C1)C2)NCc1ccccc1	i	-1%	4%	-9%	-1%
8	CCC(NS(=O)(=O)c1cnn(CC)c1)c1ccccc1 (stereo not given)	i	0%	0%	3%	-4%
9	CN(CC(=O)Nc1cccc(Cl)c1)S(=O)(=O)c1ccc2c(c1)n(C)c(=O)c(=O)n2C	i	26%	?	-1%	/
10	O=C(NC(NC(=S)N1CCOCC1)C(Cl)(Cl)Cl)c1ccc(Cl)cc1 (stereo not given)	?	5%	0%	?	-17%

nr	HT1080NT lethal	IL-1B inflam inh	KB-3-1 cytotox	HepG2 viability
1	21%	24	0%	-34%
2	2%	i	-23%	-8%
3	/	/	10%	3%
4	10%	-4	1%	-4%
5	1%	-26	3%&4%	-16%&12%
6	-30%	-9	?	7%
7	-2%	3	0%	-12%
8	6%	20	6%	5%
9	-6%	13	-1%	-1%
10	-28%	1	-7%	-9%

# (further entries)
nr	Compound	ATXN viability	SW480 rerep	MCF10A rereplic	HT1080 IDH1KD tx	ATXN2 expr inh
11	CC(=O)N1N=C(c2ccncc2)OC12CCCCC2	i	-13%	7%	28%	34%
12	O=C(NCCC(=O)N1CCN(S(=O)(=O)c2ccc(F)cc2)CC1)Nc1ccccc1	i	0%	9%	-4%	-6%
13	CC(C)(C)NC(=O)C(c1ccccc1)N(C(=O)CNC(=O)c1cccs1)c1cccnc1 (stereo not given)	i	-1%	1%	5%	13%
14	Cc1ccc(NC(=O)C2CCN(c3cnccn3)CC2)cc1	i	-19%	-3%	-10%	-8%
15	COc1cc(O)ccc1C=O	i	-4%	0%	0%	/
16	COc1cccc(C2C(C#N)=C(N)Oc3c2oc(CO)cc3=O)c1OC (stereo not given)	i	-1%	1%	5%	14%
17	CC1(C(=O)NCc2ccc(C(F)(F)F)cc2)CCN1Cc1ccccc1OC(F)F (stereo not given)	?	/	/	?	-31%
18	Cc1ccc2cc(CN(Cc3ccco3)C(=O)c3cccs3)c(=O)[nH]c2c1	?	15µM*	2.6µM*	5.8µM*	1%
19	COc1ccc(/C=C2\CCC(C3CCCC3)C2=O)cc1 (stereo not given)	i	-1%	-8%	12%	94%[activator]
20	CN(CCc1ccccc1)C(C(=O)c1ccc2c(c1)OCO2)c1nnnn1-c1ccccc1NC(=O)OC(C)(C)C (stereo not given)	/	/	/	-18%	/

nr	HT1080NT lethal	IL-1B inflam inh	KB-3-1 cytotox	HepG2 viability
11	17%	-8	10%	-3%
12	-6%	0	9%	-3%
13	7%	-9	4%	12%
14	-2%	5	0%	-21%
15	0%	0	0%	-51%
16	-1%	11	6%	-11%
17	-15%	-9	0%	-40%
18	4.6µM*	30	?	4%
19	8%	0	6%	12%
20	-8%	21	?	/

# Brought forward from above: 7 entries, followed by the next part.
nr	Compound	ATXN viability	SW480 rerep	MCF10A rereplic	HT1080 IDH1KD tx	ATXN2 expr inh
14	Cc1ccc(NC(=O)C2CCN(c3cnccn3)CC2)cc1	i	-19%	-3%	-10%	-8%
15	COc1cc(O)ccc1C=O	i	-4%	0%	0%	/
16	COc1cccc(C2C(C#N)=C(N)Oc3c2oc(CO)cc3=O)c1OC (stereo not given)	i	-1%	1%	5%	14%
17	CC1(C(=O)NCc2ccc(C(F)(F)F)cc2)CCN1Cc1ccccc1OC(F)F (stereo not given)	?	/	/	?	-31%
18	Cc1ccc2cc(CN(Cc3ccco3)C(=O)c3cccs3)c(=O)[nH]c2c1	?	15µM*	2.6µM*	5.8µM*	1%
19	COc1ccc(/C=C2\CCC(C3CCCC3)C2=O)cc1 (stereo not given)	i	-1%	-8%	12%	94%[activator]
20	CN(CCc1ccccc1)C(C(=O)c1ccc2c(c1)OCO2)c1nnnn1-c1ccccc1NC(=O)OC(C)(C)C (stereo not given)	/	/	/	-18%	/
21	O=C(CS(=O)(=O)Cc1ccccc1)Nc1ccccn1	i	-3%	-7%	7%	-12%
22	COc1ccc(N(CC(=O)N2CCN(C)CC2)S(=O)(=O)c2ccccc2)cc1	i	-2%	15%	-3%	3%
23	CCOc1ccc(CCNC(=O)CS(=O)Cc2nc(-c3ccccc3C)oc2C)cc1OCC (stereo not given)	i	-2%	12%	-8%	/
24	O=C(NCCc1nc2ccccc2[nH]1)/C(=C/c1ccco1)NC(=O)c1ccc(Br)o1	i	/	2%	2%	6%
25	CCc1c(C)nc(SCC(=O)c2ccc(C)c(C)c2)[nH]c1=O	i	-12%	0%	-16%	7%
26	Cc1ccc(CNc2nc(-c3cccnc3)nc3ccccc23)cc1	?	17%	116%	?	-33%
27	O=C(C1CCCCN1S(=O)(=O)c1ccccc1[N+](=O)[O-])N1CCOCC1 (stereo not given)	i	-4%	-17%	-11%	7%
28	Cc1ccc2oc(-c3cccc(N)c3)nc2c1	i	-8%	-42%[inhibitor]	-14%	33%[activator]
29	O=C(NC1CCCC1)c1ncn[nH]1	i	-4%	-1%	-5%	4%
30	COc1cc(/C=N/NC(=S)NCCN2CCOCC2)cc(OC)c1OC	i	-2%	10%	0%	4%

nr	HT1080NT lethal	IL-1B inflam inh	KB-3-1 cytotox	HepG2 viability
14	-2%	5	0%	-21%
15	0%	0	0%	-51%
16	-1%	11	6%	-11%
17	-15%	-9	0%	-40%
18	4.6µM*	30	?	4%
19	8%	0	6%	12%
20	-8%	21	?	/
21	23%	7	11%	3%
22	-5%	14	0%	4%
23	0%	3	-6%	-31%
24	4%	0	17%	3%
25	-34%	-2	-4%	-31%
26	?	?	-20%	-7%
27	5%	0	-2%	7%
28	-9%	3	-7%	-31%
29	-2%	15	-1%	3%
30	29%	28	23%	-1%

# Further compounds follow:
nr	Compound	ATXN viability	SW480 rerep	MCF10A rereplic	HT1080 IDH1KD tx	ATXN2 expr inh
31	CC(Sc1nncn1C)C(=O)Nc1cc(C(F)(F)F)ccc1N1CCOCC1 (stereo not given)	?	-3%[1.84 µM]	-26%	6%	-2%
32	O=C(c1ccc2c3c(cccc13)CC2)C1CCCN(Cc2cccnc2)C1 (stereo not given)	?	0%	-3%	-18%	?
33	Cn1c(=O)[nH]c2cc(-c3noc(-c4ccc(F)cc4)n3)ccc21	i	/	/	/	28%
34	CCCOC(=O)c1ccc2c(c1)C(=O)N(c1ccccc1)C2=O	i	16µM*	?	8%	-5%
35	C(=C\c1ccco1)/C=N/n1cnnc1	i	-3%	2%	4%	-3%
36	CCc1ccc(CNC(=O)CCc2nnc(Cc3cccc(C(F)(F)F)c3)o2)nc1	i	-1%	3%	10%	-4%
37	Nc1nnc(SCC(=O)c2ccccc2)s1	i	-5%[9.22 µM]	2%	1%	13%
38	CCCCCCCCNS(=O)(=O)CCNCc1ccco1	i	1%	5%	-2%	-3%
39	O=C(COc1cccc(OC(F)F)c1)Nc1ccc(SC(F)F)cc1	i	-4%	16%	-15%	-3%
40	O=C(CSc1n[nH]c(=O)n1C1CC1)NCc1ccccc1	i	-5%	8%	-3%	-3%

nr	HT1080NT lethal	IL-1B inflam inh	KB-3-1 cytotox	HepG2 viability
31	8%	-9	0%	-22%
32	-28%	-78*	-3%	-20%
33	/	/	24%	-13%
34	13%	-13	10%	5%
35	8%	-2	3%	-18%
36	3%	41	2%	7%
37	-3%	2	-29%	-44%
38	-1%	7	15%	-9%
39	-16%	-20	-2%	-50%
40	0%	9	-2%	-1%

# More results:
nr	Compound	ATXN viability	SW480 rerep	MCF10A rereplic	HT1080 IDH1KD tx	ATXN2 expr inh
41	O=C(Nn1c(O)c(C=C2N=c3ccccc3=N2)sc1=S)c1ccccc1	i	?	?	2%	-9%
42	COc1ccc(C(N)=S)cc1	?	-5%	0%	10%	-1%
43	COc1ccccc1C(=O)Nc1cccc(NC(C)=O)c1	i	-4%	1%	18%	4%
44	C=CCn1c(SCC(=O)Nc2nnc(C)s2)nnc1C1CC1	i	-2%	4%	-1%	0%
45	O=S(=O)(c1cnc[nH]1)N1CCN(c2ccc(Cl)cc2)CC1	i	0%	12%	0%	-13%
46	Cc1ccc(C(O)(C(=O)NNS(=O)(=O)c2ccc(C)cc2)c2ccc(C)cc2)cc1	i	19%	30%	1%	4%
47	CC12CCC(C/C1=N/OC(=O)c1cccc([N+](=O)[O-])c1)C2(C)C (stereo not given)	i	-9%	?	-2%	-24%
48	COc1ccc(/C=C/C(=O)c2ccc3c(c2)OCO3)c(OC)c1	?	?	14%	?	/
49	CC(C)(CO)CNC(=O)CCc1nnc(C2(c3ccc(Cl)cc3)CCC2)o1	i	-1%	4%	7%	/
50	O=C(CSc1nnc(-c2ccccc2)o1)NC1CCS(=O)(=O)C1 (stereo not given)	i	0%	0%	17%	3%
51	CC(C)(C)NC(=O)c1ccc(C(=O)NC(C)(C)C)cc1	i	-5%	-3%	24%	7%

nr	HT1080NT lethal	IL-1B inflam inh	KB-3-1 cytotox	HepG2 viability
41	-10%	-11	26%	-23%
42	6%	12	-4%	0%
43	13%	-8	3%	-18%
44	11%	15	10%	1%
45	-1%	2	-2%	2%
46	-3%	-53*	3%	0%
47	0%	21	1%	-29%
48	?	?	-1%	-38%
49	7%	5	6%	-2%
50	?	0	0%	6%
51	26%	-10	10%	-18%
